GALK inh – qHTS Assay for Inhibitors of Human Galactokinase (GALK); P51570; Purified GALK, Kinase-Glo residual ATP luminescence; Potency, µM (top dose mostly 57.5 µM), without a hit: top-dose activity change, negative = inhibition, most hits filed as inhibitors; 0.007% of 270,000 active; further: potency means the concentration at half of the fitted maximal effect; on the % scale 0 is the no-effect control and ±100 the full control effect
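Kinase-Glo Plus luminescence measured ATP left after a 1 h room-temperature reaction. The reaction used 5 nM GALK, 100 uM galactose and 35 uM ATP at pH 8.0 (20 mM HEPES, 5 mM MgCl2, 60 mM NaCl, 1 mM DTT, 0.01% BSA).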
KCNH2 WT inh – qHTS for Inhibitors of KCHN2 3.1: Wildtype qHTS; U2OS, BacMam KCNH2, thallium flux FluxOr; stronger effect = lower value; activity change, % at 1.84 µM; 0.37% of 340,000 active; AID 720551, 2013;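 active means maximum activity change below -70%; inconclusive means maximum activity change between -70% and -50%; inactive means maximum activity change above -50%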; further: on the % scale 0 is the no-effect control and ±100 the full control effect
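U2OS cells were transduced with wild-type KCNH2 virus (2.03 x 10^8 / mL) for 4 h at room temperature, then cultured overnight at 37 C. Thallium flux was read with FluxOr dye. Rate constants were normalized to DMSO controls.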
MBNL1-CUG inh – qHTS Assay for Inhibitors of MBNL1-poly(CUG) RNA binding. TR-FRET MBNL1-His/biotin-(CUG)12 binding, 665/545 ratio. Muscleblind-like protein 1 (Homo sapiens), Q9NR56. AID 2675, 2010. 0.036% of 280,000 active. Potency, µM (titrated, usually from 57.5 µM), for the others: top-dose activity change, negative = inhibition, hits mostly inhibitors; active means well fitted inhibition curve with a large enough effect in the signal ratio, with a control signal flat, not every such curve was filed as active; inconclusive means small, poorly fitted or top-dose-only effect, or effect the other way, or a change in a side signal; inactive means no such curve, though single readings can be large or run the other way; the % refers to the signal ratio; further: potency means the concentration at half of the fitted maximal effect; on the % scale 0 is the no-effect control and ±100 the full control effect
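Compounds (final 92 nM to 58 uM) are added to His-tagged MBNL1 and biotin-(CUG)12, then terbium anti-His antibody and streptavidin-XL665 (5 nM final). After 60 min at room temperature, the 665/545 nm ratio is read.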
Coupling enz – qHTS Assay for Inhibitors of Fructose-1,6-bisphosphate Aldolase from Giardia Lamblia: Coupling assay counterscreen; 0.67% of 290,000 active; coupling enzyme system counterscreen, AmpLite Red fluorescence; activity change, negative = inhibition, % at 58.2 µM, hits read low; AID 2472, 2010; in the data active means activity change below about -30%; further: on the % scale 0 is the no-effect control and ±100 the full control effect
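Activity here indicates interference with the coupling reaction, not aldolase inhibition. Compounds at 57.5 uM final met coupling enzymes for 10 min at RT; substrate and AmpLite Red detection followed, with a 525/598 nm fluorescence read after 20 min.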
TRPV1 ag – HTS Assay for Compounds that Act as Agonists of the Vanilloid Receptor 1. Transient receptor potential cation channel subfamily V member 1 (Homo sapiens), Q8NER1. activation, % at 8.33 µM. 0.19% of 320,000 active. TRPV1-expressing cells, Fluo-8 calcium influx, agonist mode; in the data active means activation above about 80%; inconclusive means between about 30% and that limit; further: 0% is about no effect
Target sequence (Q8NER1 whole entry, looked up): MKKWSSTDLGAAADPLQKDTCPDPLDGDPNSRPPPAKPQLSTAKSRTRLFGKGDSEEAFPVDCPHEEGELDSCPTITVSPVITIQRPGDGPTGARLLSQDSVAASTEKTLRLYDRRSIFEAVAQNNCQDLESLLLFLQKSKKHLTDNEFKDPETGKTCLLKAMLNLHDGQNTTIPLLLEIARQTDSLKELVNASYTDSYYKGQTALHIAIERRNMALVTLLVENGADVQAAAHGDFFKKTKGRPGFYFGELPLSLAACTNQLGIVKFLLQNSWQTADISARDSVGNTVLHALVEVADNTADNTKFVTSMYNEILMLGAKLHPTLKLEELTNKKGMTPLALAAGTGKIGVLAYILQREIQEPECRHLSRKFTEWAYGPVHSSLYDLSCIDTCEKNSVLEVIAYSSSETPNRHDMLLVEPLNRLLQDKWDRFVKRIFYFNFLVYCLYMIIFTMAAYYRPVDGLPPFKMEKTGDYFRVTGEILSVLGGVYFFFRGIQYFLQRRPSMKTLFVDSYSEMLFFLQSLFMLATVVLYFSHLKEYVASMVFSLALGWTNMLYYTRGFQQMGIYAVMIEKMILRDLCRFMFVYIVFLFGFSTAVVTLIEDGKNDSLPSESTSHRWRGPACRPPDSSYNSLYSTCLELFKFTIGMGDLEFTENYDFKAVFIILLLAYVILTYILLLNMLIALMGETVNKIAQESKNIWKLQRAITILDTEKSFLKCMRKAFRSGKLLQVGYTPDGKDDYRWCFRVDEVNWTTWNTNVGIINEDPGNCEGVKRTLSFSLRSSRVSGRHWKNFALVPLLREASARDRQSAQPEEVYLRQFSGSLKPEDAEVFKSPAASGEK
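Fluo-8 calcium influx in TRPV1-expressing cells, kinetic read (ex 480/em 520 nm). Compound added and read 3 min for agonist activity, followed by capsaicin at EC20 final and 2 min further read for enhancement.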
MLL CXXC-DNA inh – qHTS Fluorescence Polarization Assay for Inhibitors of MLL CXXC domain - DNA interaction. Histone-lysine N-methyltransferase 2A (Homo sapiens), Q03164. MLL-CXXC / FITC-HOXA9 DNA fluorescence polarization. Potency, µM (titrated, usually from 115 µM), for the others: at the top dose activity change, negative = inhibition, usual class: inhibitors. 0.037% of 290,000 active. AID 2662, 2010; active means well fitted inhibition curve with a large enough effect in the polarisation, with a control signal flat, not every such curve was filed as active; inconclusive means small, poorly fitted or top-dose-only effect, or effect the other way, or a change in a side signal; inactive means no such curve, though single readings can be large or run the other way; the % refers to the polarisation; further: potency means the concentration at half of the fitted maximal effect
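Fluorescence polarization: 7 uM MLL-CXXC (stock) preincubated 5 min with compounds, then 50 nM fluorescein-HOX-A9 DNA (stock) added; 30 min ambient. Buffer 50 mM Tris-HCl pH 7.5, 50 mM NaCl, 1 mM DTT, 0.05% BSA.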
AT treatment – qHTS Assay for Identifying a Potential Treatment of Ataxia-Telangiectasia; […] A-T fibroblasts, KAP-1 phosphorylation AlphaLISA; neocarzinostatin DNA damage 30 min before lysis; Potency, µM (top dose mostly 57.5 µM), without a hit: at the highest dose activation, usual class: activators; 0.19% of 320,000 active; AID 485349, 2010; further: potency means the concentration at half of the fitted maximal effect; % of control where 0% means no effect; nearly all actives have a fitted effect of over 45% in size
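hTERT-immortalized A-T patient fibroblasts ([…]), 500 cells/well in OPTI-MEM, 1% FBS, got compounds for 60 min, then NCS for 30 min at 37C. Lysates were then assayed for phospho-KAP-1 by AlphaLISA (anti-pKAP1 donor, anti-KAP1 acceptor beads), 6 hr at 25C.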
S-ASM inh – Inhibitors of Secretory Acid Sphingomyelinase (S-ASM): qHTS; Sphingomyelin phosphodiesterase (Homo sapiens), P17405; placental ASM, HMU-PC fluorogenic substrate, 60 min; 0.006% of 340,000 active; AID 504937, 2011; Potency, µM (top dose mostly 57.5 µM), without a hit: top-dose activity change, negative = inhibition, most hits filed as inhibitors; further: potency means the concentration at half of the fitted maximal effect
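HMU-PC0 cleavage (9 uM final) by human placental ASM, 60 min at 37 °C following 10 min compound exposure at RT; stopped at pH 10, fluorescence Ex 386/Em 447 nm.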
Integrin act MD – qHTS for Activators of Integrin-Mediated Alleviation for Muscular Dystrophy; AID 624291, 2012; Potency, µM (doses to about 38.3 µM), inactives show at the top dose activation, actives largely listed as activators; 0.064% of 350,000 active; alpha7betagal myoblasts, beta-gal FDG fluorescence, 48 h;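 further: potency means the concentration at half of the fitted maximal effect; 100% = response of the positive control SU9516; nearly all actives have a fitted effect of over 60% in size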
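alpha7betagal+/- myoblasts (passage 13, 250/well) treated 48 h at 37C with compounds at 1:260 dilution of DMSO stock. Lysed, then beta-galactosidase activity read as FDG fluorescence (ex 480/em 540) after 30 min, with pre-read for autofluorescence.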
KCNH2 3.1 block – qHTS for Inhibitors of KCHN2 3.1: Mutant qHTS; U2OS KCNH2 3.1, thallium flux FluxOr; stronger effect = lower value; activity change, % (tested at about 1.8 µM); 0.95% of 340,000 active; AID 720553, 2013;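 active means maximum activity change below -70%; inconclusive means maximum activity change from -70% to -50%; inactive means maximum activity change above -50%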;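 further: thallium influx rate constant from kinetic fluorescence after stimulation buffer; on the % scale 0 is the no-effect control and ±100 the full control effect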
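Virally transduced U2OS (3.1 isoform, 4 h infection in dark at RT) → overnight 37 C → FluxOr + Red40 in HBSS/HEPES, 45 min → stimulation buffer, 2 min kinetic read → rate constant vs DMSO controls.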
* = called active by the depositor; [ ] = another dose, or the depositor's remark. Unless noted, the call rests on the fitted dose curve; in most records, active means well fitted curve in the direction sought with a large enough effect; inconclusive means small, poorly fitted or top-dose-only effect, or another doubt; inactive means no such curve, though single readings can be large; an effect the other way counts as inactive or inconclusive.

COCCNC(=O)c1cccc(OC2CCN(C(C)COc3ccccc3)CC2)c1 (stereo not given) was read as GALK inh -2%, KCNH2 WT inh 60, MBNL1-CUG inh -4%, Coupling enz 1, TRPV1 ag 2, MLL CXXC-DNA inh -3%, AT treatment -1%, S-ASM inh 2%, Integrin act MD 4% and KCNH2 3.1 block -23.
O=C(COc1ccc(Br)cc1)Nc1ccc(S(=O)(=O)Nc2ccccn2)cc1 was read as GALK inh -5%, KCNH2 WT inh -1, MBNL1-CUG inh 9%, TRPV1 ag 0, MLL CXXC-DNA inh 1%, AT treatment 0%, S-ASM inh -1%, Integrin act MD inconclusive and KCNH2 3.1 block -5.
Screening CC1O[C@@H](O[C@H](C)CC/C=C/C(=O)O)C(O)C[C@H]1O (stereo not given in full) returned KCNH2 WT inh 15, TRPV1 ag -4, AT treatment 6%, S-ASM inh 8%, Integrin act MD 1% and KCNH2 3.1 block 9.
Cc1cc(C)c(S(=O)(=O)N2CCCOC2CNC(=O)C(=O)NCc2ccccn2)c(C)c1 (stereo not given) was read as GALK inh -2%, KCNH2 WT inh 15, MBNL1-CUG inh 3%, Coupling enz 5, TRPV1 ag -1, MLL CXXC-DNA inh -4%, AT treatment 5%, S-ASM inh 4%, Integrin act MD -3% and KCNH2 3.1 block 0.
Screening COc1ccccc1N1CCN(CC(=O)Nc2ccc(-n3cnnn3)cc2)CC1 returned GALK inh -1%, KCNH2 WT inh -9, MBNL1-CUG inh -17%, Coupling enz 3, TRPV1 ag 1, MLL CXXC-DNA inh -1%, AT treatment 1%, S-ASM inh 7%, Integrin act MD 0% and KCNH2 3.1 block 2.
For Cc1nn(Cc2ccc([N+](=O)[O-])cc2)c(=O)n1-c1cccc(F)c1 the results were GALK inh -2%, KCNH2 WT inh 4, MBNL1-CUG inh inconclusive, Coupling enz 1, TRPV1 ag 7, MLL CXXC-DNA inh 1%, AT treatment 4%, S-ASM inh 0%, Integrin act MD -23% and KCNH2 3.1 block 0.
For COCCn1c(SCC(=O)NC2CC2)nnc1-c1ccc(Cl)cc1 the results were KCNH2 WT inh 17, TRPV1 ag 0, AT treatment 1%, S-ASM inh 5%, Integrin act MD 0% and KCNH2 3.1 block 7.
Screening CCC[C@@H]1CCCO[C@@](C(=O)NCCN2CCOCC2)(C(F)(F)F)C1 returned KCNH2 WT inh 1, Coupling enz 4, S-ASM inh 1%, Integrin act MD -13% and KCNH2 3.1 block 11.
Clc1ccccc1Cc1noc(CN2CCSCC2)n1 was read as GALK inh 5%, KCNH2 WT inh -10, MBNL1-CUG inh 4%, Coupling enz 2, TRPV1 ag 11, MLL CXXC-DNA inh 1%, AT treatment -1%, S-ASM inh 3%, Integrin act MD 7% and KCNH2 3.1 block -7.
O=C(Nc1c(C(=O)O)[nH]c2ccccc12)NC1CCCCC1 was read as GALK inh 0%, KCNH2 WT inh -1, MBNL1-CUG inh inconclusive, Coupling enz -1, TRPV1 ag 2, MLL CXXC-DNA inh 1%, AT treatment 35%, S-ASM inh 27%, Integrin act MD -13% and KCNH2 3.1 block 6.
CN(c1ccccc1)S(=O)(=O)c1ccc(C(=O)N2CCN(c3ccccc3F)CC2)cc1 was read as KCNH2 WT inh 2, AT treatment 5%, S-ASM inh -2%, Integrin act MD -36% and KCNH2 3.1 block 16.
Screening S=C(NNC(=S)Nc1ccccc1)Nc1ccccc1 returned GALK inh -2%, KCNH2 WT inh 6, MBNL1-CUG inh -6%, Coupling enz 3, TRPV1 ag 6, MLL CXXC-DNA inh 0%, AT treatment 3%, S-ASM inh 3%, Integrin act MD -17% and KCNH2 3.1 block 7.
`CCC(=O)N(CCC1(c2ccccc2OC)CCOC(C(C)C)C1)Cc1ccco1` (stereo not given) gave GALK inh -3%, KCNH2 WT inh -1, Coupling enz 0, TRPV1 ag inconclusive, MLL CXXC-DNA inh 4%, AT treatment 21%, S-ASM inh -1%, Integrin act MD 0% and KCNH2 3.1 block 7.
`S=C(NCc1ccccc1)NN1CCOCC1` gave GALK inh 1%, KCNH2 WT inh 0, MBNL1-CUG inh -13%, Coupling enz 0, TRPV1 ag -3, MLL CXXC-DNA inh 8%, AT treatment 0%, S-ASM inh 4%, Integrin act MD -6% and KCNH2 3.1 block 9.
`C/C(=N\NC(=O)c1nnn(-c2nonc2N)c1C(C)C)c1cc(C)sc1C` gave GALK inh -1%, KCNH2 WT inh -2, MBNL1-CUG inh 7%, Coupling enz -9, TRPV1 ag 12, MLL CXXC-DNA inh 0%, AT treatment 3%, S-ASM inh -8%, Integrin act MD 22% and KCNH2 3.1 block 1.
`O=S(=O)(CCNCc1ccco1)NCc1ccccc1` gave KCNH2 WT inh -15, S-ASM inh 1%, Integrin act MD 7% and KCNH2 3.1 block 7.
For Cc1ccc(C)c(NC(=O)CCN2CC(C)OC(C)C2)c1 (stereo not given) the results were GALK inh 0%, KCNH2 WT inh -3, MBNL1-CUG inh -8%, Coupling enz 0, TRPV1 ag 0, MLL CXXC-DNA inh 0%, AT treatment 3%, S-ASM inh -1%, Integrin act MD 7% and KCNH2 3.1 block -3.
Screening CSc1nnc2c(n1)OC(c1ccsc1)N(C(C)=O)c1ccccc1-2 (stereo not given) returned GALK inh 0%, KCNH2 WT inh 2, MBNL1-CUG inh inconclusive, Coupling enz 3, TRPV1 ag 6, MLL CXXC-DNA inh -5%, AT treatment -7%, S-ASM inh 4%, Integrin act MD 5% and KCNH2 3.1 block 23.
`CCc1ccc(C(=O)C(C)OC(=O)Cc2n[nH]c(=O)c3ccccc23)cc1` (stereo not given) gave GALK inh 2%, KCNH2 WT inh 6, MBNL1-CUG inh -5%, TRPV1 ag 1, MLL CXXC-DNA inh -3%, AT treatment -3%, S-ASM inh -6%, Integrin act MD -20% and KCNH2 3.1 block -17.
`CC1(C)CC(=O)C(N=Nc2ccc(-c3ccccc3)cc2)=C(O)C1` gave GALK inh -2%, KCNH2 WT inh -9, MBNL1-CUG inh inconclusive, Coupling enz 2, TRPV1 ag -2, MLL CXXC-DNA inh 31%[activator], AT treatment -18%, S-ASM inh -13%, Integrin act MD 1% and KCNH2 3.1 block -13.
O=C(c1cc2ccccc2[nH]1)N1CCOCC1 was read as GALK inh 1%, KCNH2 WT inh -44, MBNL1-CUG inh 5%, Coupling enz -2, TRPV1 ag 2, MLL CXXC-DNA inh 3%, AT treatment 13%, S-ASM inh 6%, Integrin act MD 9% and KCNH2 3.1 block 3.
For CCCC(=O)Nc1ccccc1Sc1ncnc2scc(-c3ccccc3)c12 the results were GALK inh 0%, KCNH2 WT inh 4, MBNL1-CUG inh 12%, Coupling enz 3, TRPV1 ag 16, MLL CXXC-DNA inh 8%, AT treatment 0%, S-ASM inh -1%, Integrin act MD -13% and KCNH2 3.1 block -14.
For CCOC(=O)CSc1nnc(CNC(=O)c2cccs2)n1-c1cc(OC)ccc1OC the results were GALK inh 0%, KCNH2 WT inh 6, MBNL1-CUG inh -13%, Coupling enz 2, TRPV1 ag -5, MLL CXXC-DNA inh -6%, AT treatment 1%, S-ASM inh 2%, Integrin act MD -8% and KCNH2 3.1 block 1.
`COc1ccc(NC(=O)CCNC(=O)c2ccco2)c(OC)c1` gave GALK inh -1%, KCNH2 WT inh 6, MBNL1-CUG inh 0%, Coupling enz 1, TRPV1 ag 2, MLL CXXC-DNA inh -2%, AT treatment 5%, S-ASM inh -1%, Integrin act MD 0% and KCNH2 3.1 block -18.
O=C(Nc1nc(-c2cccs2)c(-c2cccs2)s1)C1CCCC1 was read as GALK inh 0%, KCNH2 WT inh 2, MBNL1-CUG inh 23%, Coupling enz 1, TRPV1 ag inconclusive, MLL CXXC-DNA inh 0%, AT treatment 10%, S-ASM inh 1%, Integrin act MD -40% and KCNH2 3.1 block -7.
`CC1(C)N=C(C(=O)c2ccccc2)N(O)C1(C)O` (stereo not given) gave GALK inh -3%, KCNH2 WT inh 6, MBNL1-CUG inh -11%, Coupling enz -10, MLL CXXC-DNA inh 1%, AT treatment -2%, S-ASM inh -1%, Integrin act MD inconclusive and KCNH2 3.1 block 2.
